POLI inh = DNA polymerase iota (human) inhibition. Q9UNA4. Pol iota fluorescent replication assay, 10 min. Potency, µM (highest dose often 115 µM), for inactives: at the highest dose activity, negative = inhibition, actives largely listed as inhibitors. actives 1% (n = 390,000)
Target sequence (Q9UNA4 whole entry, looked up): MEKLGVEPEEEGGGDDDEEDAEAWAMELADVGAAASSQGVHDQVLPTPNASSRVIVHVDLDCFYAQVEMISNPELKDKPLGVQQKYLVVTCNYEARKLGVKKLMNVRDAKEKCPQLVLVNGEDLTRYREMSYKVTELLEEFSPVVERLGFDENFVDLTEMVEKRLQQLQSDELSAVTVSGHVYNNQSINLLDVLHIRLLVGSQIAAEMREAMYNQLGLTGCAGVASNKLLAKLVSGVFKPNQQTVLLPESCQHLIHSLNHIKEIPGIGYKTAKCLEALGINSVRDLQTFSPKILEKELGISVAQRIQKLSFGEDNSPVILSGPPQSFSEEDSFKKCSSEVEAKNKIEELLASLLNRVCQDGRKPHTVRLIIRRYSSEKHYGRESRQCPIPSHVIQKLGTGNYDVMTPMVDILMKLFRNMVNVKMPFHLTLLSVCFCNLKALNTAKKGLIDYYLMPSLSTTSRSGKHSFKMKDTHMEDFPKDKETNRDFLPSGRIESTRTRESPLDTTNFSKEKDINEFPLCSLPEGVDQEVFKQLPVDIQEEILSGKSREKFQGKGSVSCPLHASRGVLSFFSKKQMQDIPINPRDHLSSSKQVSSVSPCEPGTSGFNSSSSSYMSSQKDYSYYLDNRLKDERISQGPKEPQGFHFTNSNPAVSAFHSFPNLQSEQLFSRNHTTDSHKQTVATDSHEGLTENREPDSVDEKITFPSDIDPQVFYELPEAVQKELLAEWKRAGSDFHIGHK
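Pol iota at 10 nM preincubated 15 min with compounds at room temperature; reaction started with fluorescent substrate, 50 nM final. Fluorescence read kinetically at 0 and 10 min; buffer-only wells as negative control.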
Pin1 inhibitor = human Pin1 inhibition; Q13526; Pin1 FP peptide displacement, HiFluor488, 10 min; Potency, µM (titrated, usually from 115 µM), inactives show top-dose activity, negative = inhibition, usual class: inhibitors; actives 0.009% (n = 390,000); active = well fitted inhibition curve with a large enough effect in the polarisation, with a control signal flat, not every such curve was filed as active; inconclusive = small, poorly fitted or top-dose-only effect, or effect the other way, or a change in a side signal; inactive = no such curve, though single readings can be large or run the other way; the % refers to the polarisation; note: % is set by controls: 0 for no effect and ±100 for the full control effect
G9a block = blocks human histone lysine methyltransferase G9a; Q96KQ7; G9a H3K9 monomethylation, AlphaScreen, 2 h; Potency, µM (titrated, usually from 102 µM), for inactives: at the top dose activity, negative = inhibition, hits mostly inhibitors; actives 8.8% (n = 350,000); note: % is set by controls: 0 for no effect and ±100 for the full control effect; nearly all actives have a fitted effect of over 75% in size
Target sequence (Q96KQ7 913-1193 limits assumed): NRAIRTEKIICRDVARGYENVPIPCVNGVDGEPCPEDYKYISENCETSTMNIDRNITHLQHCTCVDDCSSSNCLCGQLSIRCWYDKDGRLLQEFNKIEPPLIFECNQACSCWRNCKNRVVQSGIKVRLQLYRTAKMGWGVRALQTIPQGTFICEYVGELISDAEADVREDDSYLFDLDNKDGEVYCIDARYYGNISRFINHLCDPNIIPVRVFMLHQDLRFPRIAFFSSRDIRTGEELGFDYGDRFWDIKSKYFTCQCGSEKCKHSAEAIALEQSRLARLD
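Signal arises when biotinylated H3K9 peptide, once monomethylated, bridges streptavidin donor and antibody-captured acceptor beads. Enzyme at 20 nM was preincubated 15 min with test compounds; peptide 500 nM and SAM 20 uM then reacted for 2 h.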
JMJD2A Tudor inh = blocks the human JMJD2A Tudor domain; AlphaScreen JMJD2A-Tudor / H3K4me3 peptide binding; Potency, µM (series often up to 114 µM), inactives show at the top dose activity change, negative = inhibition, hits mostly inhibitors; actives 4.4% (n = 390,000); AID 504339; note: % is set by controls: 0 for no effect and ±100 for the full control effect; nearly all actives have a fitted effect of over 50% in size
HP1b chromo inh = blocks HP1-beta chromodomain binding to methylated histone tails. Potency, µM (doses to about 114 µM), for inactives: top-dose activity change, negative = inhibition, actives largely listed as inhibitors. P83916. AlphaScreen HP1-beta / biotin-H3K9me3 peptide binding. AID 540317. actives 0.56% (n = 390,000); note: nearly all actives have a fitted effect of over 70% in size; inactives centre near 23
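Compound inhibition of the preformed complex between 50 nM HP1-beta and 50 nM biotinylated H3K9me3 peptide was read by AlphaScreen. Buffer was PBS pH 7.4 with 0.01% Tween-20. Incubations ran 30 min at room temperature, with 10 ug/mL donor/acceptor beads.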
BAZ2B inh = blocks human BAZ2B | AID 504333 | actives 4.4% (n = 360,000) | AlphaScreen BAZ2B-H3K14Ac peptide displacement | Potency, µM (highest dose often 114 µM), without a hit: top-dose activity change, negative = inhibition, actives largely listed as inhibitors | Q9UIF8; note: % is set by controls: 0 for no effect and ±100 for the full control effect; nearly all actives have a fitted effect of over 60% in size
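Inhibition is scored as reduced AlphaScreen emission. The BAZ2B/b-H3(5-23)K14Ac complex (50 nM each) in PBS pH 7.4, 0.01% Tween-20 meets compound (up to 110 uM) for 30 min at RT before bead addition.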
BLM helicase inh = inhibitors of human Bloom syndrome helicase BLM; P54132; AID 2528; actives 0.2% (n = 350,000); recombinant BLM DNA unwinding, fluorescence dequenching; Potency, µM (highest dose often 56.1 µM), inactives show at the top dose activity change, negative = inhibition, hits mostly inhibitors;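 note: plate controls were vehicle for no effect and no enzyme for full effect; nearly all actives have a fitted effect of over 35% in size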
Tb PGK inh = inhibitors of T. brucei phosphoglycerate kinase; P07378; PGK/GAPDH coupled, Kinase-Glo luminescence, 60 min; Potency, µM (highest dose often 57.5 µM), for inactives: at the top dose activity change, negative = inhibition, usual class: inhibitors; actives 0.043% (n = 380,000); AID 602233; note: % is set by controls: 0 for no effect and ±100 for the full control effect; nearly all actives have a fitted effect of over 60% in size
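Luminescent ATP detection (Kinase-Glo Plus) follows a 60-minute room-temperature incubation, with wells lacking PGK as controls. Buffer: 100 mM TEA (pH 7.6), 5 mM MgCl2, 0.01% Tween-20. Coupling enzyme GAPDH (100 nM final) supplies unstable 1,3-BPG in-well.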
GLS inhibitor = blocks human kidney-isoform glutaminase activity. O94925. actives 0.21% (n = 410,000). GLS enzymatic activity, qHTS titration. Potency, µM (top dose mostly 45.5 µM), without a hit: at the top dose activity change, negative = inhibition, most hits filed as inhibitors; note: % is set by controls: 0 for no effect and ±100 for the full control effect
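hKGA; 45 mM KH2PO4 pH 8.2 + 0.02% Tween-20; cpd via pin tool; 1 mM Gln soln; GluOx/HRP/Amplex Red; RT 30 min; fluor. t0 & final.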
Numbers without * were called inactive; i = inactive; ? = inconclusive; · = no result given; & = joins results of further samples; [ ] = another dose, or the depositor's remark. Unless noted, calls come from the whole dose curve; as a rule, active = well fitted curve in the direction sought with a large enough effect; inconclusive = small, poorly fitted or top-dose-only effect, or another doubt; inactive = no such curve, though single readings can be large; an effect the other way counts as inactive or inconclusive. Potency is the fitted concentration of half-maximal effect.

#1 O=c1c2c3c(sc2n2cnnc2n1CCc1ccccc1)CCCC3
#2 CCN(Cc1ccncc1)C(=O)c1ccc(Br)o1
#3 COc1ccc2oc(-c3ccc(NC(=O)c4ccc(N5CCOCC5)c([N+](=O)[O-])c4)cc3)nc2c1
#4 CCOc1ccc(NC(=O)CSc2nc3ccccc3nc2N2CCOCC2)cc1
#5 CC(=O)Nc1ccc(S(=O)(=O)NCC(=O)OCC(=O)NC(=O)C2CCCCC2)cc1
#6 CN1CCN(c2ccc(NC(=O)N3CCc4ccccc43)cc2)CC1
#7 CCCC(=O)Nc1cccc(NC(=O)CN2CCN(c3ccccc3OC)CC2)c1
#8 CCOc1ccc(S(=O)(=O)N2c3ccccc3CC2C)cc1 (stereo not given)
Assay by compound,1,2,3,4,5,6,7,8
POLI inh,-4%,33%[activator],17%,-10%&5%,13%,-22%,23%,7%
Pin1 inhibitor,-3%,-12%,0%,0%&6%,-3%,3%,-4%,5%
G9a block,?,·,-1%[59 µM],-43%[59 µM],-5%[59 µM],?,-3%[59 µM],75%[activator]
JMJD2A Tudor inh,-2%,9%,-30%,-21%&-6%,-18%[57.1 µM],-34%,-23%,53%[activator]
HP1b chromo inh,18%,39%[activator],24%,19%&28%,43%[activator],22%,7%,120%
BAZ2B inh,-2%,-12%,4%,6%&-6%,5%,-18%,-2%,18%
BLM helicase inh,-1%,-2%,-10%,-1%&-1%,0%,2%,-2%,-9%
Tb PGK inh,-4%,-7%,i,-2%&6%,11%,-2%,-10%,-7%
GLS inhibitor,5%,-7%,5%,0%&5%,5%,31%,22%,0%

The last four records of the part above come first, to join the parts:
#5 CC(=O)Nc1ccc(S(=O)(=O)NCC(=O)OCC(=O)NC(=O)C2CCCCC2)cc1
#6 CN1CCN(c2ccc(NC(=O)N3CCc4ccccc43)cc2)CC1
#7 CCCC(=O)Nc1cccc(NC(=O)CN2CCN(c3ccccc3OC)CC2)c1
#8 CCOc1ccc(S(=O)(=O)N2c3ccccc3CC2C)cc1 (stereo not given)
#9 Cc1cccc(CN2CCN(CC(=O)Nc3c(C)cccc3C)S2(=O)=O)c1
#10 O=C(COc1nsnc1N1CCOCC1)Nc1cccc(Cl)c1
#11 CC(C)(C)[C@@H]1C=C(C(=O)N2CCN(Cc3ccccc3)CC2)O[C@H](OCCCCO)C1
#12 COc1ccc(NC(=O)c2ccc3c(=O)n(Cc4ccco4)c(=S)[nH]c3c2)c(OC)c1
#13 NC(=O)c1ccc2nc(NC(=O)c3ccc(N)cc3)sc2c1
#14 COc1ccccc1NC(=O)Nc1ccc2[nH]c(=O)[nH]c2c1
#15 COc1ccc(C(=O)Nc2nc3ccc(S(C)(=O)=O)cc3s2)cc1OC
#16 Cc1cccc(CC(=O)Nc2ccc(C(=O)N3CCOCC3)cc2)c1
Assay by compound,5,6,7,8,9,10,11,12,13,14,15,16
POLI inh,13%,-22%,23%,7%,-5%,5%,24%,3%,33%[activator],7%,102%[activator],73%[activator]
Pin1 inhibitor,-3%,3%,-4%,5%,9%,2%,5%,?,-2%,0%,14%,0%
G9a block,-5%[59 µM],?,-3%[59 µM],75%[activator],0%[59 µM],·,-3%[59 µM],7%,36%,27%[12.7 µM],-37%,18%
JMJD2A Tudor inh,-18%[57.1 µM],-34%,-23%,53%[activator],-1%,?,-1%,-18%,?,-21%,-5%[11.4 µM],-11%
HP1b chromo inh,43%[activator],22%,7%,120%,45%,?,30%,29%,127%[activator],29%,30%,9%
BAZ2B inh,5%,-18%,-2%,18%,-16%,?,-2%,4%,-26%,-15%,-16%,-4%
BLM helicase inh,0%,2%,-2%,-9%,0%,-3%,-14%,-2%,-9%,-9%,-4%,0%
Tb PGK inh,11%,-2%,-10%,-7%,-10%,-3%,0%,-5%,1%,-2%,4%,0%
GLS inhibitor,5%,31%,22%,0%,-1%,3%,1%,-1%,-12%,36%[activator],-1%,0%

#17 Cc1cc(C(F)(F)F)nn1CC(=O)N1CCCC1
#18 Clc1ccc(OCCCN2CCc3ccccc3C2)c(Br)c1
#19 CC1CCCN(C(=O)C(Cc2ccccc2)n2cccc2)C1 (stereo not given)
#20 O=C(CSc1ccccc1Cl)NC1CCCc2ccccc21 (stereo not given)
#21 COc1cc(OC)c(C(=O)OCC(=O)N2CC(=O)Nc3ccccc32)cc1OC
#22 COc1ccc(C(=O)NNC(=O)Nc2ccc(C)cc2)cc1
#23 CCOC(=O)c1c(S(=O)(=O)NCC2CCN(Cc3cccc(F)c3)CC2)c(C)n(C)c1C
#24 CCOC(=O)NN1C(=O)c2ccccc2NC1c1ccc(OC)cc1 (stereo not given)
Assay by compound,17,18,19,20,21,22,23,24
POLI inh,3%,-21%,-15%,95%[activator],-16%,21%,-4%,22%
Pin1 inhibitor,-2%,0%,-12%,8%,-12%,-4%,-11%,1%
G9a block,7%[12.7 µM],-129%,?,17%[59 µM],2%,-5%[59 µM],-3%,-3%
JMJD2A Tudor inh,?,16%,-23%,-5%,-7%,-10%,-21%,2%
HP1b chromo inh,13%,92%[activator],14%,38%,27%,5%,14%,28%
BAZ2B inh,2%,26%,-31%,?,-18%,4%,-22%,12%
BLM helicase inh,-1%,2%,1%,-16%,1%,1%,0%,3%
Tb PGK inh,-1%,-8%,-6%,7%,1%,-5%,-3%,4%
GLS inhibitor,2%,8%,-1%,2%,11%,33%[activator],-5%,0%

#25 O=C(c1cnn2c(C(F)F)cc(-c3ccccc3)nc12)N1CCc2ccccc21
#26 COc1ccc2nc(NC(=O)CSc3nc4ccccc4o3)sc2c1
#27 Nc1ncnc2c1ncn2[C@@H]1O[C@H](CNCc2ccc(OCC(=O)Nc3ccccn3)cc2)[C@@H](O)[C@H]1O
#28 Cc1cccc(NC(=O)CSCC(=O)N2CCN(c3cccc(C(F)(F)F)c3)CC2)c1
#29 CCOc1ccc(NC(=O)c2cnn3c(C(F)F)cc(-c4ccc(C)cc4)nc23)cc1
#30 Nc1nonc1-n1nnc(C(=O)N/N=C/c2cccc(F)c2)c1-c1ccccc1
#31 O=C(Nc1nc(-c2cc3ccccc3oc2=O)cs1)c1ccco1
#32 Cc1ccc(/C=C/c2onc(C)c2S(=O)(=O)N2CCC(C(=O)Nc3cc(F)ccc3F)CC2)cc1
Assay by compound,25,26,27,28,29,30,31,32
POLI inh,30%[activator],-7%,7%,7%,?,63%[activator],-12%,1%
Pin1 inhibitor,31%[activator],28%,1%,1%,-3%,-8%,?,-5%
G9a block,9%,23%[12.7 µM],·,14%[12.7 µM],-23%[59 µM],-3%,35µM*,8%[59 µM]
JMJD2A Tudor inh,-15%,-6%,-18%,-25%,-12%,-4%,-30%,-19%
HP1b chromo inh,24%,16%,65%[activator],22%,-10%,51%[activator],27%,13%[57 µM]
BAZ2B inh,-21%,29%,·,-2%,?,0%,?,-3%
BLM helicase inh,2%,-10%,·,·,-4%,-2%,-16%,-2%
Tb PGK inh,-3%,-5%,-9%,i,-3%,7%,-28%,-5%
GLS inhibitor,-8%,6%,-5%,0%,-2%,-16%,6%,18%

#33 CC(C)Cn1cc(NC(=O)N2CCN(c3cccc(Cl)c3)CC2)c2ccccc2c1=O
#34 O=C(c1ccc(Cl)cc1)N1CCCC(C(=O)N2CCc3ccccc3C2)C1 (stereo not given)
#35 CC1=NC(C)(C)Cc2ccccc21
#36 CCOc1ccc(Br)cc1S(=O)(=O)Nc1ccc(Cl)c(S(=O)(=O)N(CC)c2ccccc2)c1
#37 O=C(O)c1ccc(S(=O)(=O)c2ccc3c(c2)C(=O)N(CC2CCCO2)C3=O)cc1 (stereo not given)
#38 Cc1cc2ncn(CC(O)COc3cccc(C(=O)O)c3)c2cc1C (stereo not given)
#39 Cc1n[nH]c(=O)c2c(NC(=O)CSc3ccccc3Cl)oc(C)c12
#40 COCCNc1cc(N2CCN(C3CCCCC3)CC2)c2noc3c2c1C(=O)c1ccccc1-3
Assay by compound,33,34,35,36,37,38,39,40
POLI inh,61%[activator],-9%[58.9 µM],9%,-15%,3%,9%,37%[activator],38%[activator]
Pin1 inhibitor,-1%,1%,-4%,21%,0%,-8%,-8%,?
G9a block,-29%[59 µM],0%,3%[12.7 µM],11%[59 µM],18%[59 µM],-27%[59 µM],32µM*,?
JMJD2A Tudor inh,-20%,1%,-34%,-23%,-4%,-8%,-18%,50µM*
HP1b chromo inh,17%,15%,22%,29%,32%,20%,0%,?
BAZ2B inh,1%[57.1 µM],-15%,-26%,-1%,6%,-4%,13%,?
BLM helicase inh,-8%,-4%,-5%,-10%,-1%,1%,·,-2%
Tb PGK inh,7%,-2%,8%,-8%,-10%,7%,-4%,-5%
GLS inhibitor,-4%,-2%,3%,4%,7%,17%,-13%,?

#41 COC(=O)CCC(=O)Nc1sc(C)c(C)c1C(N)=O
#42 COc1ccccc1NC(=O)COc1ccccc1C(=O)c1cnn(-c2ccccc2)c1
#43 Cc1ccc(N(CCC(=O)N2CCOCC2)S(=O)(=O)c2ccccc2)cc1
#44 Cc1[nH]n(-c2ccc([N+](=O)[O-])cc2)c(=O)c1C=NCCN1CCN(C(=O)c2ccccc2F)CC1
Assay by compound,41,42,43,44
POLI inh,-1%,-9%,-10%,2%
Pin1 inhibitor,0%,10%,-2%,-8%
G9a block,2.8µM*,-45%,0.71µM*,-26%[59 µM]
JMJD2A Tudor inh,?,-7%,-1%,-11%
HP1b chromo inh,?,27%,31%,24%
BAZ2B inh,-15%,4%,-2%,9%
BLM helicase inh,-5%,-8%,·,0%
Tb PGK inh,i,-3%,-4%,-9%
GLS inhibitor,-3%,-6%,-5%,0%

Some of the compounds tested (hit frequency here may not be typical).
